BioA inh: M. tuberculosis BioA enzyme inhibitors, primary screen, biochemical, plate reader, single point, HTS; 7,8-diaminopelargonic acid synthase BioA (Mycobacterium tuberculosis); purified M. tuberculosis BioA enzyme; AID 602481, 2012; 0.096% of 360,000 active; inhibition, % at 9.99 µM; in the data active = inhibition above about 40%; inconclusive = no clear call, values can overlap the other calls
BoNT F protease: BoNT/F light chain protease inhibitors, primary screen, biochemical, flow cytometry, MLPCN library. Botulinum neurotoxin type F light chain protease (Clostridium botulinum). Multiplex microsphere protease cleavage assay. inhibition, % at 10 µM. 0.22% of 360,000 active; in the data active = inhibition above about 35%, passing the limit was not always enough; inconclusive = no clear call, values can overlap the other calls; also: plate controls were buffer without enzyme for full effect and enzyme alone for no effect
FadD28 binding: inhibitors of FadD28 bisubstrate probe binding, primary screen, biochemical, fluorescence polarization, single point. 0.22% of 360,000 active. inhibition, % at 12.5 µM. Mycobacterium tuberculosis FadD28 fatty-acid-AMP ligase; in the data active = inhibition above about 8.5%, passing the limit was not always enough; inconclusive = no clear call, values can overlap the other calls
GDH-TPI counter: GDH-TPI coupling enzyme inhibitors, primary screen, artefact control for M. tuberculosis FBA inhibitor project, biochemical, absorbance, full deck. GDH-TPI coupled enzyme counterscreen, NADH absorbance. inhibition, % at 4.8 µM. 1.2% of 360,000 active; in the data active = inhibition above about 30%;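 also: 0% = DMSO wells and 100% = wells lacking the enzyme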
Rv3671c protease: Rv3671c serine protease inhibitors, primary screen, biochemical, fluorescence polarization, M. tuberculosis H37Rv; inhibition, % at 5.96 µM; 0.048% of 320,000 active; in the data active = inhibition above about 38%;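 also: extracellular domain of Rv3671c used as enzyme; 0% = enzyme with DMSO and 100% = no enzyme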
FBA Mtb inh: Mtb FBA enzyme inhibitors, primary screen, biochemical, fluorescence, strain H37Rv | Fructose-bisphosphate aldolase (Mycobacterium tuberculosis (strain ATCC 25618 / H37Rv)), … | AID 588726, 2011 | 2.3% of 360,000 active | inhibition, % at 1 µM | purified M. tuberculosis FBA, fluorescence read-out; in the data active = inhibition above about 27%;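 also: 0% = vehicle and 100% = reference inhibitor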
Target sequence (P9WQA3 whole entry, looked up): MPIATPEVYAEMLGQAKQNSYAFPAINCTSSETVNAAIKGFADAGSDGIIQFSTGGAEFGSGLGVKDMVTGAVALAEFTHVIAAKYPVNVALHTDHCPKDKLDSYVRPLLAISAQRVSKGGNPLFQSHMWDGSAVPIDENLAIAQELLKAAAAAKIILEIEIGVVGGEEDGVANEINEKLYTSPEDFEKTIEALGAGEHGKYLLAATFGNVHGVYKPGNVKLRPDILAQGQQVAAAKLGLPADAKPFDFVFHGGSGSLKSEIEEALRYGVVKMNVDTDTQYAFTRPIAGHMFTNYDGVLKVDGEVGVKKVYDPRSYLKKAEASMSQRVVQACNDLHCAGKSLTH
PrPC TRFRET: inhibitors of human cell surface prion protein PrPC, primary screen, cell-based, TR-FRET. Major prion protein (Homo sapiens), P04156. TR-FRET read-out. inhibition, % at 13.8 µM. 0.43% of 370,000 active. AID 720596, 2013; in the data active = inhibition above about 24%; also: 0% = median of the test wells and 100% = reference compound wells
MazEF act: activators of E. coli MazEF toxin-antitoxin RNase, primary screen, biochemical, fluorescence, uHTS. Endoribonuclease toxin MazF (Escherichia coli (strain K12)), P0AE70. FAM/BHQ RNA-DNA oligo cleavage fluorescence, 5 h. activation, % at 20 µM. 0.32% of 350,000 active. AID 504720, 2011; in the data active = activation above about 50%
Target sequence (P0AE70 whole entry, looked up): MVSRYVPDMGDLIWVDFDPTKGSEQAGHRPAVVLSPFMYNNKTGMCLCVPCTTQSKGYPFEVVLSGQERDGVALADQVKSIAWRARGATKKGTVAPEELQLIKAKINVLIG
Mtb UGM inh: M. tuberculosis UGM enzyme inhibitors, primary screen, biochemical, fluorescence polarization, single point; UDP-galactopyranose mutase (Mycobacterium tuberculosis (strain ATCC 25618 / H37Rv)), …; purified UGM, fluorescence polarization probe displacement; inhibition, % at 10 µM; 0.06% of 320,000 active; AID 504406, 2011; in the data active = inhibition above about 10%, passing the limit was not always enough; inconclusive = no clear call, values can overlap the other calls
Target sequence (P9WIQ1 whole entry, looked up): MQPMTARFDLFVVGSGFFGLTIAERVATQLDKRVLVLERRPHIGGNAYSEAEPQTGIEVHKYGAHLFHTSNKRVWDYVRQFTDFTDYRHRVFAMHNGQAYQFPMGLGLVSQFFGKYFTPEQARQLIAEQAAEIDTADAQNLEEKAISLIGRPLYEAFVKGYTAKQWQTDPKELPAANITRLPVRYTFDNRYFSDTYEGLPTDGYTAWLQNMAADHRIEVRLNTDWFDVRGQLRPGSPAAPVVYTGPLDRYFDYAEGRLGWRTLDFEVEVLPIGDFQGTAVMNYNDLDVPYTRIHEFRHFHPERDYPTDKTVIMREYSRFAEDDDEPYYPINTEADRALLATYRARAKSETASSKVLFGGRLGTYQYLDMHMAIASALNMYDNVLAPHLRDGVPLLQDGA
* marks the source's active call; other numbers are inactive results; u = inconclusive; x = no result given. The order is random (roughly 4.8% active in at least one column).

SMILES | BioA inh | BoNT F protease | FadD28 binding | GDH-TPI counter | Rv3671c protease | FBA Mtb inh | PrPC TRFRET | MazEF act | Mtb UGM inh
O=C(CC1(O)C(=O)N(CN2CCOCC2)c2ccccc21)c1ccccc1 (stereo not given) | -1.3 | -6.2 | -1.3 | 2.5 | 1.2 | 0.1 | -2.5 | 7.1 | 2.2
CCc1nc2c(OCc3ccc(Cl)cc3)cccn2c1N(C)C(=O)c1ccc2c(c1)OCO2 | -0.8 | -7.5 | -2.3 | 8.8 | x | 2.5 | -5.3 | x | x
CC1=NN(C(C#N)c2ccc([N+](=O)[O-])cc2)C(C)(C)C1 (stereo not given) | x | x | x | x | -6.1 | x | -31.4 | 7.2 | -2.7
COc1ccccc1N1CCN(C(=O)c2ccc3c(Cl)c4c(nc3c2)CCCC4)CC1 | -2.0 | 1.8 | -1.5 | 10.6 | 4.5 | 5.4 | x | -4.8 | -0.7
CCc1cccc(NC(=O)Cc2ccc(OC)c(OC)c2)c1 | x | -6.2 | 0.0 | 9.3 | -2.6 | 0.9 | 15.6 | 1.7 | 0.3
O=c1cc(N2CCCCC2)c(-c2ccccc2)nn1Cc1ccc(Cl)cc1 | -1.3 | -0.8 | -1.1 | -3.4 | 1.5 | 0.6 | -8.0 | 3.2 | -4.4
CC1(Oc2cccc(F)c2)CCN(Cc2ccccc2OC(F)F)C1 (stereo not given) | -0.3 | -6.6 | -3.3 | -1.8 | x | -0.3 | -1.0 | x | x
COc1ccc(C(C(=O)NC(C)(C)C)N(CCc2ccc(OC)c(OC)c2)C(=O)CCC(=O)Nc2cc(C)on2)cc1 (stereo not given) | 0.1 | 11.9 | 0.6 | -4.7 | -3.2 | -2.8 | -0.6 | 7.3 | -3.4
C=CCN1C(=O)C(O)(CC(=O)c2ccc(-n3cccc3)cc2)c2ccccc21 (stereo not given) | -1.4 | -7.1 | -2.7 | 8.4 | -6.0 | -0.2 | x | 3.8 | 0.1
CCOc1ccc(NC(=O)c2ccc(NC(=O)COC(=O)Cc3ccc(OC)cc3)cc2)cc1 | x | -4.6 | 3.0 | -1.6 | -8.2 | -0.1 | -1.4 | -31.5 | -1.0
S=C(Nc1ccccc1)Nc1nc2ccccc2n1CCOc1ccccc1 | -2.2 | 21.0 | -2.7 | 25.6 | -0.2 | 4.2 | -1.5 | 5.2 | -2.9
CC(C)Cn1c(-c2cccs2)nc2ccccc21 | 2.2 | 22.3 | -7.8 | 4.6 | -0.5 | 50.8* | 15.7 | 4.6 | 2.5
CCN1C2=NCCCN2c2ccccc21 | -1.7 | -3.6 | -0.6 | 5.9 | 4.7 | 0.1 | 0.7 | -3.7 | 1.4
Cn1c(=O)c2cc(NC(=S)NC3CCCCC3)ccc2n1Cc1ccc(F)cc1 | -0.3 | 5.1 | 3.6 | 11.9 | x | 17.2 | 7.0 | x | x
COCC(C)NC(=O)CSc1nc2ccccc2n1CCc1ccccc1 (stereo not given) | -0.8 | 0.6 | -1.2 | 2.2 | -25.7 | -2.2 | -0.7 | -0.3 | -3.3
O=C(COC(=O)c1ccc(F)c(S(=O)(=O)N2CCOCC2)c1)c1ccc(Cl)cc1 | -1.5 | -6.8 | -1.1 | -6.3 | -4.9 | -2.7 | 7.2 | -1.9 | -1.9
CC(C)(C)c1cc(OC(=O)c2ccccc2F)ccc1O | 2.4 | -3.8 | 0.7 | -0.3 | -8.8 | 4.5 | -3.3 | 7.8 | 0.4
COc1ccc(-c2cc(-c3cccs3)nc(OC)c2C#N)cc1OC | x | -5.3 | 0.2 | 9.6 | -5.5 | 9.6 | -6.9 | -26.6 | -1.5
O=C(CNC(=O)c1cccc(F)c1)N/N=C/c1cc(Br)ccc1OC(=O)/C=C/c1ccco1 | x | -4.0 | -1.8 | 5.0 | x | 2.1 | 1.8 | -13.5 | x
COc1ccc(NC(=O)CCNC(=O)C2CCN(S(=O)(=O)c3ccccc3)CC2)cc1OC | -1.9 | -5.3 | 1.2 | 7.1 | x | -1.3 | -4.7 | -1.0 | x
CC(C)[C@H]1C(=O)N2CCC[C@H]2[C@]2(O)O[C@](NC(=O)[C@@H]3C=C4c5cccc6[nH]cc(c56)C[C@H]4N(C)C3)(C(C)C)C(=O)N12 | -5.2 | -72.9 | -1.6 | 4.3 | -36.6 | 4.7 | x | -46.8 | 9.6
C=CCn1c(C)cc(C(=O)CSc2ccc(NC(C)=O)cc2)c1C | 4.2 | -9.9 | -2.0 | 1.5 | 1.9 | -2.5 | -2.7 | 6.6 | -0.7
CNC(=O)C[C@@H]1C(=O)N(C2CCCCC2)CC1(C)C | x | -3.5 | -0.9 | 9.0 | x | 1.9 | 2.6 | 3.9 | x
COc1cc(C(=O)N[C@@H](C)C(=O)N2CCC3(CC2)NCCc2[nH]cnc23)cc(OC)c1OC | -2.0 | -1.8 | 0.6 | -5.2 | 2.2 | 2.1 | 24.7* | 13.6 | -0.2
Cc1nn(CCCC(=O)Nc2ccc(Br)cc2F)c(C)c1[N+](=O)[O-] | x | 2.2 | -2.5 | 8.2 | 2.8 | 3.5 | -0.1 | 4.4 | 0.1
COc1ccccc1-c1ccc2c(c1)C(C)(Cc1ccc(Cl)cc1)C(=O)N2 (stereo not given) | -1.6 | -3.7 | -0.8 | 11.9 | x | 1.4 | 1.2 | x | x
CCOc1ccc(-c2n[nH]c(C)c2Oc2ccccc2OC)c(O)c1 | 1.2 | -11.7 | -18.7 | 5.6 | -1.1 | -3.2 | 0.7 | 3.3 | -3.2
Cc1[nH]oc(=O)c1N=Nc1c(Cl)cccc1Cl | x | 0.8 | 2.2 | 18.6 | -2.0 | -1.4 | -4.3 | 3.1 | -1.4
COc1ccc(C(=O)N/N=C/c2ccc(OC)c(CSc3ccccn3)c2)cc1 | x | -2.4 | -12.3 | 11.7 | -39.8 | 0.2 | 6.8 | -14.9 | 3.5
O=C(CN1c2ccccc2Sc2ccccc21)NNC(=O)Nc1cccc(Cl)c1 | -1.2 | u | -3.9 | 22.4 | -2.2 | -9.4 | -4.5 | -5.2 | 1.9

Profiles, looked up by structure. Values in the order: BioA inh, BoNT F protease, FadD28 binding, GDH-TPI counter, Rv3671c protease, FBA Mtb inh, PrPC TRFRET, MazEF act, Mtb UGM inh
`Cc1nn(CCCC(=O)Nc2ccc(Br)cc2F)c(C)c1[N+](=O)[O-]` reads x, 2.2, -2.5, 8.2, 2.8, 3.5, -0.1, 4.4, 0.1
`CC(C)[C@H]1C(=O)N2CCC[C@H]2[C@]2(O)O[C@](NC(=O)[C@@H]3C=C4c5cccc6[nH]cc(c56)C[C@H]4N(C)C3)(C(C)C)C(=O)N12` reads -5.2, -72.9, -1.6, 4.3, -36.6, 4.7, x, -46.8, 9.6
`C=CCn1c(C)cc(C(=O)CSc2ccc(NC(C)=O)cc2)c1C` reads 4.2, -9.9, -2.0, 1.5, 1.9, -2.5, -2.7, 6.6, -0.7
`COc1ccccc1-c1ccc2c(c1)C(C)(Cc1ccc(Cl)cc1)C(=O)N2` (stereo not given) reads -1.6, -3.7, -0.8, 11.9, x, 1.4, 1.2, x, x
`CCOc1ccc(-c2n[nH]c(C)c2Oc2ccccc2OC)c(O)c1` reads 1.2, -11.7, -18.7, 5.6, -1.1, -3.2, 0.7, 3.3, -3.2

Other compounds follow.
SMILES | BioA inh | BoNT F protease | FadD28 binding | GDH-TPI counter | Rv3671c protease | FBA Mtb inh | PrPC TRFRET | MazEF act | Mtb UGM inh
COc1ccc(Cl)cc1NC(=S)N1CC(C)OC(C)C1 (stereo not given) | 3.8 | 18.3 | -3.2 | 0.0 | 12.2 | 4.2 | 4.4 | 6.3 | -2.8
O=C(Nc1ccc(Cl)cc1)C1CCCCN1S(=O)(=O)c1ccccc1 (stereo not given) | 0.3 | -2.6 | -2.6 | 4.8 | 3.2 | 0.2 | 1.5 | -7.3 | -0.2
COc1ccc(CCN=C(C)C2=C(O)C(c3ccccc3)OC2=O)cc1OC (stereo not given) | x | -1.0 | -2.1 | -3.9 | -4.7 | 0.2 | 7.2 | 3.2 | -1.1
CNCCC1Sc2ccccc2Oc2ccccc21 (stereo not given) | -1.0 | -12.6 | -1.5 | 4.3 | -7.1 | 2.0 | -4.3 | 13.8 | 1.1
COc1ccc(-n2c(C)cc(C(=O)COC(=O)c3cc(NC(=O)c4cccs4)c(OC)c(OC)c3)c2C)cc1 | -1.6 | -3.0 | -2.5 | 2.2 | 0.2 | 3.6 | 3.3 | -23.9 | -2.6
O=C(NC1CCCCCC1)c1cccc(N2CCCC2=O)c1 | -0.2 | -17.9 | -2.1 | -6.0 | -2.8 | 0.2 | 3.0 | 3.7 | -1.4
O=C(CSc1ncccn1)N1CCN(Cc2ccccc2)CC1 | 3.7 | -22.5 | 0.0 | 4.6 | 5.0 | 0.9 | -4.3 | 4.3 | 1.6
CCOC(=O)c1ccc(NC(=S)Nc2ccc(C)cc2)cc1 | -1.8 | -4.1 | 0.6 | 3.1 | 2.0 | 3.3 | 12.8 | 1.8 | 2.6
O=C(CNC(=O)c1cccc(OC(F)F)c1)OCn1nnc2ccccc2c1=O | x | -1.5 | -4.4 | -3.2 | 0.6 | -3.6 | -2.5 | 15.2 | -4.5
CCN1CCN(S(=O)(=O)c2ccc(Cl)c(C(=O)Nc3ccc(C(=O)N(CC)CC)cc3)c2)CC1 | -0.7 | 5.9 | 0.9 | 6.5 | 7.6 | 0.9 | 5.6 | -6.4 | -3.2
O=C(/C=N/O)NCCCN1CCOCC1 | -0.8 | 1.4 | -4.1 | -2.6 | -0.9 | 1.0 | -0.4 | -5.2 | 1.9
O=C(c1cc2nc(-c3ccco3)cc(C(F)(F)F)n2n1)N1CCN(Cc2ccccc2)CC1 | -0.3 | -8.4 | -4.0 | 27.5 | -4.4 | 11.3 | -5.2 | -2.3 | 1.1
COc1ccc(-c2onc(C)c2-c2cscn2)c(O)c1 | x | -1.1 | -3.7 | 3.9 | -2.9 | 0.0 | 8.8 | 2.6 | 3.3
O=C(NCC(c1cccs1)N1CCc2ccccc21)c1ccccc1 (stereo not given) | x | x | -3.1 | 2.1 | 5.7 | -4.9 | -6.9 | -1.9 | 0.1
O=C(COc1ccc(Cl)cc1Cl)NNC(=S)Nc1ccc(F)cc1 | -1.2 | 0.4 | -1.1 | 1.9 | -4.3 | 3.7 | x | -0.5 | -1.1
C=CCNC(=O)c1ccc(OC2CCN(S(=O)(=O)N(C)C)CC2)cc1 | -1.4 | -0.2 | -1.5 | 1.6 | -1.9 | 1.3 | 0.1 | 6.2 | -3.2
O=P1(c2ccccc2)Nc2ccccc2N1c1ccccc1 (stereo not given) | 6.0 | -55.1 | -3.2 | 3.9 | x | 3.5 | -7.2 | 14.0 | x
O=C(CS(=O)(=O)c1ccc(F)cc1)NCc1ccccc1 | -1.1 | -6.3 | -1.7 | -3.5 | -0.4 | -0.8 | -6.4 | 6.6 | -2.5
CCCN1C(=O)C2(SC(NC(C)=O)=NN2C(C)=O)c2cc(C)cc(C)c21 (stereo not given) | -0.2 | u | -1.5 | 22.8 | -0.7 | -1.1 | -2.5 | 5.3 | -1.1
O=C(NCc1ccc(F)cc1)C(=O)NCC1OCCN1C(=O)c1cccs1 (stereo not given) | 0.1 | -0.8 | -1.9 | -12.7 | 4.1 | 0.5 | -5.3 | 1.9 | -0.1
CC(C)COC(=O)C(N)C(C(=O)OCC(C)C)c1ccccc1 (stereo not given) | -0.5 | -2.7 | -2.0 | -10.6 | 9.3 | 10.0 | 1.7 | 1.3 | -2.0
CCOC(=O)c1cnc2ccc(C)cc2c1Nc1ccc(N2CCOCC2)cc1 | -2.4 | -13.8 | 2.1 | 6.8 | 4.1 | 1.1 | -0.3 | -2.7 | -0.5
